High-throughput results as filed in PubChem BioAssay.
Rac1 GTP hydrolysis – MgcRacGAP GTPase-activating activity inhibitors, confirmation, biochemical, ADP Hunter fluorescence; MgcRacGAP-stimulated Rac1 GTP hydrolysis, ADP Hunter fluorescence; higher % means a stronger effect; GST-tagged Rac1 F28L mutant substrate; 340,000 tested, 0.6% active; inhibition, % at 30 µM; hits with a dose series show IC50 in µM;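 active = first-screen hits whose inhibition reached a set limit at any dose in the follow-up dose series; inconclusive = inhibition above the set first-screen limit but never retested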;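 also: fluorescence reports GDP produced by GAP-driven GTP hydrolysis; strong numbers were not always called active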
AID2073 – inhibitors of Mint1-CaV2.2 protein interaction, biochemical, HTRF (AID 2073). HTRF protein-protein interaction, Mint1-CaV2.2; higher % means a stronger effect. inhibition, % at 20 µM, or IC50 in µM where a hit was titrated. 290,000 tested, 0.19% active; in the data active = inhibition mostly above about 51%, no sharp cut-off; inconclusive = no clear call, values can overlap the other calls; inactive = mostly below about 53%; also: some results filed as inactive read as strong as hits
NTR1 agonist – agonists of NTR1, primary screen, imaging, U2OS cells, beta-arrestin-GFP, high content (AID 493036); P30989; NTR1-U2OS beta-arrestin-GFP spot imaging, agonist mode; activation, % at 20 µM; 330,000 tested, 0.17% active;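 active = activation at or above 40% of the spot to cytoplasm intensity ratio, with at least 20 cells analyzed; inconclusive = wells under 20 cells, flagged as cytotoxic or low count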;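 also: 0% = DMSO without peptide and 100% = 100 nM NTR1 peptide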
Target sequence (P30989 whole entry, looked up): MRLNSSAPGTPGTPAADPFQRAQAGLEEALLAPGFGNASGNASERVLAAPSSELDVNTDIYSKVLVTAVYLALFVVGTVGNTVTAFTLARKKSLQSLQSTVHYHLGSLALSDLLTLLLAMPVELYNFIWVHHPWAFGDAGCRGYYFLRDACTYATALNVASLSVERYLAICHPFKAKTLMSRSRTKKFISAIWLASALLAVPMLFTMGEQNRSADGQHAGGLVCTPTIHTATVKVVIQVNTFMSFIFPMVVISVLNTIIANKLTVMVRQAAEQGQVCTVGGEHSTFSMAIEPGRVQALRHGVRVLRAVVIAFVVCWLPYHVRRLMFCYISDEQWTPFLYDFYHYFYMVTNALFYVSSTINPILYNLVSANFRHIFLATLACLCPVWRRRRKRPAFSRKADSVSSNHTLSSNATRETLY
GPR35 antagonists – GPR35 antagonists blocking zaprinast-driven arrestin recruitment, primary screen, imaging, U2OS, beta-arrestin-GFP, zaprinast agonist (AID 2058) | U2OS GPR35 beta-arrestin-GFP translocation imaging, zaprinast antagonism; higher % means a stronger effect | inhibition, % at 10 µM; hits with a dose series show IC50 in µM | 290,000 tested, 0.052% active;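 active = inhibition of at least 50% with at least 30 cells and total cytoplasm GFP at most 10,000,000; inconclusive = under 30 cells or total GFP of 10,000,000 plus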
GPR55 beta-arrestin – selective activators of receptor GPR55 – imaging, U2OS cells, beta-arrestin-GFP redistribution, primary screen (AID 1961) | U2OS GPR55 beta-arrestin-GFP redistribution imaging; higher % means a stronger effect | activation, % at 10 µM; hits with a dose series show EC50 in µM | 290,000 tested, 0.048% active;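 active = activation above 40% with more than 50 cells counted in the well; inconclusive = wells holding fewer than 50 cells, flagged as toxic or sparse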;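 also: U2OS osteosarcoma cells stably expressing GPR55 and beta-arrestin-GFP; plate controls were DMSO negative control for no effect and LPI positive control for full effect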
GPR55 antagonists – inhibition of LPI-stimulated GPR55 beta-arrestin translocation – imaging, U2OS, beta-arrestin-GFP, LPI agonist, primary screen (AID 2013); U2OS GPR55 beta-arrestin-GFP translocation imaging, LPI antagonism; higher % means a stronger effect; 290,000 tested, 0.13% active; one-dose inhibition, % at 10 µM; IC50 in µM for titrated hits;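 active = spots per cell inhibited over 60%, with over 100 cells counted and total cytoplasm intensity under 500,000; inconclusive = wells with under 100 cells, flagged as likely toxic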;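 also: U2OS cells stably carrying GPR55 and arrestin-GFP stimulated by 5 µM LPI near EC80; imaged beta-arrestin-GFP aggregate spots per cell after agonist stimulation; plate controls were LPI-stimulated DMSO wells for no effect and DMSO wells without LPI for full effect; some results filed as inactive read as strong as hits; confirmed hits need IC50 under 10 µM and bright autofluorescent wells are also inconclusive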
NS5 inhibitors – Dengue-2 NS5 methyltransferase inhibitors, primary screen, biochemical, confirmation dose response (AID 588689); Dengue-2 NS5 methyltransferase capping enzyme assay, biochemical; higher % means a stronger effect; inhibition, % at 25 µM, or IC50 in µM where a hit was titrated; 340,000 tested, 0.3% active; in the data active = a potency from the dose series; inconclusive = inhibition above about 29% without an active follow-up result
Large T inhibition – TAg ATPase/helicase activity blockers – biochemical (AID 1903). SV40 large T antigen ATPase/helicase inhibition assay; higher % means a stronger effect. 310,000 tested, 0.39% active. inhibition, % at 20 µM, or IC50 in µM where a hit was titrated; in the data active = a potency from the dose series; inconclusive = inhibition mostly from about 32% at the one dose, without a potency; inactive = the rest, 99 in 100 with inhibition below about 32%; also: strong numbers were not always called active
Yfh1-off respiration – mitochondrial function rescue without frataxin homolog – Friedreich's ataxia, plus single-dose screen, dose response (AID 1465) | 220,000 tested, 0.074% active | fold induction at 50 µM; hits with a dose series show EC50 in µM | S. cerevisiae Yfh1-off respiration, WST-1 reduction, 72 h; higher fold induction means a stronger effect;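 active = fold induction of absorbance versus untreated yeast above a set limit, then at least 30% activation at any dose in follow-up; inconclusive = repeats straddling the limit, or above it without dose testing; inactive = fold induction below the set limit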;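 also: activators that raise dye reduction in frataxin-depleted yeast; strong numbers were not always called active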
NTR1 agonist cell count 20 µM – recorded beside NTR1 agonist, whose call it bears; cell count; measured here: cell count, cytotoxicity flag
NS5 inhibitors pilot replicate – second read-out of NS5 inhibitors, no call of its own (marks repeat the call); inhibition, %; measured here: pilot screen replicate inhibition
* marks the source's active call; other numbers are inactive results; i = inactive; ? = inconclusive; . = no result given.

SMILES	Rac1 GTP hydrolysis	AID2073	NTR1 agonist	NTR1 agonist cell count 20 µM	GPR35 antagonists	GPR55 beta-arrestin	GPR55 antagonists	NS5 inhibitors	Large T inhibition	Yfh1-off respiration	others
CCOC(=O)c1c(C)[nH]c(C)c1S(=O)(=O)N(C)CC(=O)Nc1cccc(C)n1	6%	10%	0.6	64	19%	-0.1%	-18%	-1%	4%	.
O=[N+]([O-])c1ccc(/C=N/n2c(-c3ccccc3)n[nH]c2=S)cc1	8%	-27%	2.4	46	-2%	-0.3%	1%	8%	13%	.
CCCOc1ccccc1/C=C1\SC(N2CCCCC2)=NC1=O	10%	0%	13	57	5%	0.6%	2%	-4%	84%	.	NS5 inhibitors pilot replicate=5.4
N#C/C(=C(/O)CN1CCN(c2ccccc2F)CC1)c1nc(-c2ccccc2)cs1	7%	14%	3.5	92	-3%	0.3%	4%	6%	11%	i
CN(C)c1nc(-c2ccc([N+](=O)[O-])cc2)cs1	2%	3%	1.2	48	-14%	-0.1%	2%	-9%	1%	i
COCc1c(N)c(C)nc(Cl)c1C#N	18%	14µM*	2.9	59	-2%	-0.1%	13%	-4%	9%	i
CNC(=O)c1cccc2cccc(Sc3ccccc3C(=O)O)c12	11%	4%	-0.8	43	1%	-0.2%	4%	13%	-1%	i
CSc1nc(-c2ccco2)nn1C(=O)c1ccccc1Cl	4%	-23%	.	.	12%	-0.2%	0%	-40%	.	i
COc1cccc(N(CC(=O)NCCSCc2ccc(C)cc2)S(C)(=O)=O)c1	4%	7%	1.5	70	9%	0.3%	13%	-5%	10%	.
O=C(Cn1nc(-c2cccs2)ccc1=O)Nc1ccc(Br)cc1	6%	0%	-1.1	47	13%	0.0%	4%	-4%	3%	.
CC(C(=O)O)N1C(=O)/C(=C/C=C/c2ccco2)SC1=S (stereo not drawn)	?	78%*	0.3	43	8%	-0.1%	2%	50%	?	i
COc1ccccc1N1CCN(C(=O)c2cc(N3C(=O)C4C5CCC(C5)C4C3=O)ccc2Cl)CC1 (stereo not drawn)	4%	19%	1.8	76	12%	0.2%	-8%	3%	12%	i

Next part, starting with the last 2 of the part before.
SMILES	Rac1 GTP hydrolysis	AID2073	NTR1 agonist	NTR1 agonist cell count 20 µM	GPR35 antagonists	GPR55 beta-arrestin	GPR55 antagonists	NS5 inhibitors	Large T inhibition	Yfh1-off respiration	others
CC(C(=O)O)N1C(=O)/C(=C/C=C/c2ccco2)SC1=S (stereo not drawn)	?	78%*	0.3	43	8%	-0.1%	2%	50%	?	i
COc1ccccc1N1CCN(C(=O)c2cc(N3C(=O)C4C5CCC(C5)C4C3=O)ccc2Cl)CC1 (stereo not drawn)	4%	19%	1.8	76	12%	0.2%	-8%	3%	12%	i
Cc1cc(C=O)c(C)n1-c1cccc(C(=O)O)c1	7%	14%	1.0	39	3%	-0.1%	9%	-9%	16%	i
CC(=O)c1c(C)[nH]c(C(=O)COC(=O)CCOc2ccc(C)cc2)c1C	-1%	.	1.3	45	.	.	.	0%	1%	.
O=C1CCc2cc(NS(=O)(=O)c3ccc(Br)cc3)cc3c2N1CC3	6%	.	-0.2	72	.	.	.	-5%	17%	.
Cc1ccc(CNC(=O)CCn2ccc3cc(S(=O)(=O)N4CCCC4)ccc32)cc1	1%	-8%	-0.3	52	1%	0.7%	-1%	-5%	0%	.
COc1ccc(N(CC(=O)Nc2cc(C(=O)O)ccc2C)S(=O)(=O)c2c(C)noc2C)cc1	5%	10%	0.9	73	8%	-0.1%	4%	-6%	1%	i
Cc1onc(C(=O)N2CCN(C(c3ccccc3)c3ccccc3)CC2)c1[N+](=O)[O-]	-10%	-10%	10	49	-1%	0.3%	12%	0%	5%	.
Cc1ccc(CNC(=O)C2CCCN(C(=O)Nc3ccc(F)cc3)C2)cc1 (stereo not drawn)	6%	0%	-0.6	56	-2%	0.3%	1%	-10%	3%	.
O=C(CNC(=O)c1ccccc1)NCC(=O)OCC(=O)c1ccccc1	-2%	8%	1.4	52	-12%	1.1%	3%	-9%	4%	i
O=c1c2cnn(-c3ccc(F)cc3)c2ncn1Cc1cccnc1	-6%	8%	-1.5	60	-4%	0.3%	5%	2%	11%	i
O=C1NC2c3ccccc3C(=O)N2c2c1cnn2-c1ccccc1 (stereo not drawn)	8%	13%	-0.8	43	0%	0.2%	-11%	3%	3%	i
Cc1ccc(Cc2nc(-c3cccnc3)no2)cc1	0%	-4%	0.2	77	-9%	0.1%	2%	.	13%	i
COc1ccc(N2CCN(C(=O)CCc3ccccc3)CC2)cc1	4%	14%	-0.9	83	12%	-0.1%	25%	5%	20%	.
C=CCc1c(C)nc(-c2ccccc2)nc1Nc1ccccc1O	-2%	-4%	1.6	89	-4%	0.3%	0%	-14%	5%	i
CCC(C)[C@H](NC(=O)N1CCC(C)CC1)C(=O)O (stereo partly drawn)	2%	17%	2.1	66	8%	0.3%	-5%	-15%	12%	i
O=C(Cc1cccs1)N(c1ccc(Cl)cc1)C1C=CS(=O)(=O)C1 (stereo not drawn)	0%	12%	2.4	56	30%	0.2%	-3%	-5%	3%	i
CCCN(CCC)C(=O)CC(c1ccccc1)c1cc(Br)ccc1O (stereo not drawn)	-3%	7%	8.7	74	8%	-0.1%	7%	4%	-1%	i
COc1ccc(C(CC(=O)N2CCCC(C)C2)c2c(O)cc(OC)cc2OC)cc1 (stereo not drawn)	9%	5%	-3.6	78	5%	-0.1%	4%	-2%	-13%	i
Cc1ccccc1-n1nc2c(c1NC(=O)CC(C)C)CS(=O)C2 (stereo not drawn)	6%	6%	1.2	66	5%	0.3%	8%	4%	7%	.
O=C(CCCCn1c(=O)c2ccccc2n(CC(=O)Nc2ccccc2)c1=O)NCc1ccco1	8%	18%	0.6	54	-5%	-0.2%	-1%	-7%	10%	i
COC(=O)c1ccc[n+](CC(=O)Nc2ccc(OC(F)F)cc2)c1	-1%	-6%	-1.9	28	1%	0.3%	5%	-4%	10%	i
O=C(NCc1cccs1)C1CCCN1C(=O)Nc1ccccc1 (stereo not drawn)	0%	0%	-2.4	72	18%	0.2%	7%	-2%	0%	i
Cc1ccc(Cl)cc1N(CC(=O)NC(C)c1ccccc1)S(C)(=O)=O (stereo not drawn)	-3%	-2%	-0.9	130	8%	0.3%	12%	-10%	17%	.
CNNCc1ccc(C(=O)NC(C)C)cc1	-3%	.	7.7	49	.	.	.	-2%	14%	i
COc1ccc(NC(C)C(=O)N2CCN(Cc3ccccc3)CC2)cc1 (stereo not drawn)	13%	-10%	-0.3	52	0%	0.3%	-23%	-11%	22%	.
CC1(C)CC(=O)C2=C(C1)N(c1ccccc1)C(=O)CC2c1ccsc1 (stereo not drawn)	17%	-7%	-1.3	62	4%	-0.2%	0%	-2%	18%	i
COc1ccccc1-c1csc(NC(=O)c2ccc(N3C(=O)CCC3=O)cc2)n1	5%	22%	-0.1	76	-5%	0.2%	-48%	-6%	8%	i
CC(C)(C)c1ccc(OCCC(=O)OCC(=O)NCc2ccccc2)cc1	4%	.	1.4	53	.	.	.	-6%	4%	.
COc1ccc2c(CC(=O)NC(Cc3ccc(Cl)cc3)C(=O)O)cc(=O)oc2c1C (stereo not drawn)	5%	24%	2.0	99	2%	0.0%	-5%	-3%	4%	.
CC(C)OCC1CC(CC(=O)NC(=S)Nc2cccc([N+](=O)[O-])c2)C(=O)O1 (stereo not drawn)	-2%	-2%	0.4	50	-8%	-0.3%	18%	-3%	4%	i
Cc1cc(=O)oc2cc(OC(=O)c3ccco3)ccc12	5%	-6%	.	.	-4%	-0.1%	22%	-1%	5%	i
Cc1cc(C)c2[nH]c(=O)c(CN(Cc3ccco3)C(=O)c3cccs3)cc2c1	.	6%	.	.	1%	-0.1%	17%	.	9%	i
CC1O[C@@H](O[C@H](C)CC[C@@H](C)O[C@H]2OC(C)[C@@H](O)C[C@H]2O)C(O)C[C@H]1O (stereo partly drawn)	5%	.	-2.2	85	.	.	.	2%	6%	.

In the list so far, these have a COOH group:
SMILES	Rac1 GTP hydrolysis	AID2073	NTR1 agonist	NTR1 agonist cell count 20 µM	GPR35 antagonists	GPR55 beta-arrestin	GPR55 antagonists	NS5 inhibitors	Large T inhibition	Yfh1-off respiration	others
CNC(=O)c1cccc2cccc(Sc3ccccc3C(=O)O)c12	11%	4%	-0.8	43	1%	-0.2%	4%	13%	-1%	i
CC(C(=O)O)N1C(=O)/C(=C/C=C/c2ccco2)SC1=S (stereo not drawn)	?	78%*	0.3	43	8%	-0.1%	2%	50%	?	i
Cc1cc(C=O)c(C)n1-c1cccc(C(=O)O)c1	7%	14%	1.0	39	3%	-0.1%	9%	-9%	16%	i
COc1ccc(N(CC(=O)Nc2cc(C(=O)O)ccc2C)S(=O)(=O)c2c(C)noc2C)cc1	5%	10%	0.9	73	8%	-0.1%	4%	-6%	1%	i
CCC(C)[C@H](NC(=O)N1CCC(C)CC1)C(=O)O (stereo partly drawn)	2%	17%	2.1	66	8%	0.3%	-5%	-15%	12%	i
COc1ccc2c(CC(=O)NC(Cc3ccc(Cl)cc3)C(=O)O)cc(=O)oc2c1C (stereo not drawn)	5%	24%	2.0	99	2%	0.0%	-5%	-3%	4%	.
